From PubChem
AMA1-RON2 inh: qHTS for Inhibitors of AMA1-RON; Towards Development of Antimalarial Drug Lead: Primary Screen; Plasmodium falciparum AMA1 (3D7) - RON2 peptide interaction; AlphaScreen AMA1-biotinylated RON2 peptide binding; Potency, µM (series often up to 58.2 µM), without a hit: at the top dose activity change, negative = inhibition, hits mostly inhibitors; 360,000 compounds, 0.2% hits; AID 720542, 2013;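 note: potency is the fitted concentration of half-maximal effect; 0% = vehicle wells and -100% = peptide control; nearly all actives have a fitted effect of over 45% in size; some results filed as inactive show a strong effect at the top dose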
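AMA1 (3D7) with his tag at 25 nM final met compounds first, then biotinylated RON2 peptide at 25 nM; detection used donor plus acceptor beads, 10 µg/mL apiece, read by AlphaScreen after 30 min at room temperature.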
HCMV antiviral: qHTS Assay for inhibitors of the human cytomegalovirus (HCMV) | HFF cells, HCMV-luciferase reporter, 72 h; active compounds read low | 410,000 compounds, 4.5% hits | activity change, negative = inhibition, % at 57.5 µM; in the data active = activity change below about -60%; inconclusive = no clear call, values can overlap the other calls; inactive = above about -39%
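Two-dose cell screen: HFF monolayers treated with compounds and infected with luciferase-expressing HCMV at 1 PFU/cell, 72 h at 37C, then lysed for luciferase measurement.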
LmPK inh: qHTS Assay for Inhibitors of Leishmania Mexicana Pyruvate Kinase (LmPK) | Q27686 | purified LmPK, Kinase-Glo ATP luminescence, 1 h | Potency, µM (series often up to 57.5 µM), for inactives: at the highest dose activity change, negative = inhibition, actives largely listed as inhibitors | 290,000 compounds, 0.37% hits | AID 1721, 2009; note: potency is the fitted concentration of half-maximal effect
Target sequence (Q27686 whole entry, looked up): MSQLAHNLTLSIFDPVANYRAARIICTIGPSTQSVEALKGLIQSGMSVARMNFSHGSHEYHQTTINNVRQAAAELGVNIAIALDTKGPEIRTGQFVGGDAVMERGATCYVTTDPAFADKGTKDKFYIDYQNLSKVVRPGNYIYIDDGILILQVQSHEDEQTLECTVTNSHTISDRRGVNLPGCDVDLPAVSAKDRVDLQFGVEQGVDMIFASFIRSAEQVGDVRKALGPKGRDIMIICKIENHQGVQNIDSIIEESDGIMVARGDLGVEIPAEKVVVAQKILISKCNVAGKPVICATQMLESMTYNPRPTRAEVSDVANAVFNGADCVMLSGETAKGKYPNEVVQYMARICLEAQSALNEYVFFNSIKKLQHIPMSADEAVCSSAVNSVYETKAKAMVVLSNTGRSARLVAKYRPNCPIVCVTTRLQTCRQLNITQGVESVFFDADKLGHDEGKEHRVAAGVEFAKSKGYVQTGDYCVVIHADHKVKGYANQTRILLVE
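Screened at intermediate enzyme activity to detect both inhibitors and activators: LmPK at 0.1 nM, with a 0.5 nM enzyme column as activation reference. PEP 0.5 mM, ADP 0.1 mM; ATP detected by luminescence after 1 h.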
Tb PYK inh: qHTS of Trypanosoma Brucei Inhibitors | pyruvate kinase (Trypanosoma brucei), Q57TT1 | TbPYK enzyme, Kinase-Glo Plus ATP luminescence, 45 min | Potency, µM (top dose mostly 76.8 µM), for the others: at the highest dose activity, negative = inhibition, most hits filed as inhibitors | 410,000 compounds, 0.12% hits; note: potency is the fitted concentration of half-maximal effect; nearly all actives have a fitted effect of over 50% in size
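Assay buffer: 50 mM TEA pH 7.2, 100 mM KCl, 10 mM MgCl2, 0.05% BSA, 0.01% Tween-20. Pyruvate kinase from T. brucei plus substrate met compound, then ADP (130 uM final). Luminescence was read post 45 min RT.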
AmpC no deterg: qHTS Inhibitors of AmpC Beta-Lactamase (assay without detergent). Potency, µM (highest dose often 57.1 µM), for inactives: at the highest dose activity change, negative = inhibition, hits mostly inhibitors. P00811. AmpC nitrocefin hydrolysis, absorbance 480 nm, 0.0001% Triton. 330,000 compounds, 0.52% hits;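 note: potency is the fitted concentration of half-maximal effect; plate controls were no compound for no effect and no enzyme for full effect; nearly all actives have a fitted effect of over 20% in size; some results filed as inactive show a strong effect at the top dose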
Target sequence (P00811 whole entry, looked up): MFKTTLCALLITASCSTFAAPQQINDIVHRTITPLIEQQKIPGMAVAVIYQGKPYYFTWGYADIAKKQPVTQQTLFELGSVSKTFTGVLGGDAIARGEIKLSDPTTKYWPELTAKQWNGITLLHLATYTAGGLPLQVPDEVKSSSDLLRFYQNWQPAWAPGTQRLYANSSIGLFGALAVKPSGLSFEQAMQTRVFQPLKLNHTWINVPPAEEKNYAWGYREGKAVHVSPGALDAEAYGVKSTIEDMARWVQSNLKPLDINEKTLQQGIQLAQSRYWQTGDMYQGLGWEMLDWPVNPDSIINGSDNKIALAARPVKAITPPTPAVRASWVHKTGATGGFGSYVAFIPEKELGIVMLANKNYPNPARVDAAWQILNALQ
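AmpC (5.3 nM in the dispensed reagent) in 20 mM phosphate pH 7.0 with 0.01% (detergent screen) or 0.0001% Triton X-100 was preincubated with compounds for 15 min at room temperature. Nitrocefin was then added from an 800 uM solution, and hydrolysis was followed at 480 nm.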
Sm TGR block: qHTS Assay for the Inhibitors of Schistosoma Mansoni Peroxiredoxins | Schistosoma mansoni thioredoxin glutathione reductase (TGR), Q962Y6 | purified TGR, DTNB reduction, TNB absorbance 405 nm | Potency, µM (top dose mostly 114 µM), without a hit: at the highest dose activity change, negative = inhibition, usual class: inhibitors | 360,000 compounds, 3% hits | AID 485364, 2010; note: potency is the fitted concentration of half-maximal effect; nearly all actives have a fitted effect of over 60% in size
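First, TGR (20 nM dispensed) and NADPH were mixed with compound. Second, a 15 min room-temperature incubation followed. Third, further NADPH and then DTNB were added to start the reaction. Finally, TNB absorbance was monitored kinetically.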
AmpC detergent: qHTS Inhibitors of AmpC Beta-Lactamase (assay with detergent). 370,000 compounds, 0.041% hits. P00811. Potency, µM (titrated, usually from 114 µM), without a hit: at the top dose activity change, negative = inhibition, usual class: inhibitors. AmpC hydrolysis of nitrocefin, absorbance 480 nm, 0.01% Triton. AID 485294, 2010;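 note: potency is the fitted concentration of half-maximal effect; 0% = no-compound wells and -100% = no-enzyme wells; nearly all actives have a fitted effect of over 25% in size; some results filed as inactive show a strong effect at the top dose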
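AmpC (5.3 nM in the dispensed reagent) in 20 mM phosphate pH 7.0 with 0.01% (detergent screen) or 0.0001% Triton X-100 was preincubated with compounds for 15 min at room temperature. Nitrocefin was then added from an 800 uM solution, and hydrolysis was followed at 480 nm.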
Numbers without * were called inactive; ? = inconclusive; . = not tested or not shown; & = joins results of further samples; [ ] = dose if it differs, or a comment. Unless noted, calls come from the whole dose curve; as a rule, active = well fitted curve in the direction sought with a large enough effect; inconclusive = small, poorly fitted or top-dose-only effect, or another doubt; inactive = no such curve, though single readings can be large; an effect the other way counts as inactive or inconclusive. Unless noted, % is set by controls: 0 for no effect and ±100 for the full control effect.

A first look, two compounds:
SMILES	AMA1-RON2 inh	HCMV antiviral	LmPK inh	Tb PYK inh	AmpC no deterg	Sm TGR block	AmpC detergent
COc1cccc(C(=O)NCc2ccc3[nH]c(C)cc3c2)c1	-26%	35	-5%	-5%	-1%	40µM*	-1%
CN(C)S(=O)(=O)c1cccc(CSCc2cccc(S(=O)(=O)N(C)C)c2)c1	-3%	-92*	-2%	6%	2%	-11%	1%

Results, from the first entry:
SMILES	AMA1-RON2 inh	HCMV antiviral	LmPK inh	Tb PYK inh	AmpC no deterg	Sm TGR block	AmpC detergent
COc1cccc(C(=O)NCc2ccc3[nH]c(C)cc3c2)c1	-26%	35	-5%	-5%	-1%	40µM*	-1%
CN(C)S(=O)(=O)c1cccc(CSCc2cccc(S(=O)(=O)N(C)C)c2)c1	-3%	-92*	-2%	6%	2%	-11%	1%
COc1ccc(/C=N/Nc2nccnc2Cl)c(OC)c1	29%	-10	10µM*	-29%	-22%	.	-6%
C=C(C)CSc1nnc2[nH]c(=O)cc(N)n12	-17%	13	.	-10%	.	.	.
CCN1CCN(Cc2c(C(=O)N/N=C(\C)c3ccc(Cl)cc3)nnn2-c2nonc2N)CC1	68%[activator]	0	-6%	1%	15%	2%	5%
CCC(C)C(NC(=O)C1CCC(C)CC1)C(=O)NC1CCN(Cc2ccccc2)CC1 (stereo not given)	.	.	20%	.	-4%	6%	8%
C=CCn1c(SCC(=O)NCC2CCCO2)nc2sc(CC)cc2c1=O (stereo not given)	6%	-6	.	-1%	-10%	.	.
CCOC(=O)c1ccc(N2CCN(c3cc(Cl)ccc3C)CC2)c(NC(=O)Nc2cccc(OC)c2)c1	.	17	.	3%	.	8%	4%
CCOC(=O)C1CCCN(c2nc3c(S(=O)(=O)c4ccc(CC)cc4)nnn3c3ccc(Cl)cc23)C1 (stereo not given)	.	5	.	2%	.	-5%	18%
Cc1nc(NC(=O)c2ccccc2)sc1-c1csc(Nc2cccc(F)c2)n1	.	.	-1%	.	16µM*	12%	-8%
Cc1cccc(N(C)C(=S)Oc2ccc3ccccc3c2)c1	76%[activator]	-61*	3%	1%	3%	9%	-1%
O=[N+]([O-])c1c(NCCO)cc(N2CCCCC2)c2nonc12	7%	-25	-3%	0%	-5%	2%	6%
O=C(COC(=O)c1ccc(S(=O)(=O)N2CCCCCC2)cc1)Nc1ccccc1C(F)(F)F	7%	-11	.	3%	.	.	.
COc1cc(-c2nc(Cn3nnc(C(=O)Nc4ccccc4)c3C)c(C)o2)cc(OC)c1OC	.	-11	.	1%	.	0%	-3%
CCC(C)NC(=O)c1ccc(Cl)c(S(=O)(=O)Nc2ccccc2N2CCOCC2)c1 (stereo not given)	-8%	-17	.	0%	19%	0%	1%
O=C1NC[C@H](CCCCN2C[C@H](Cc3ccccc3)N(CC3CCCCC3)C(=O)C2=O)N(CCc2ccc(O)cc2)C1=O	5%	-26	.	-9%	.	.	.
CN1C(=O)C(O)(CC(=O)c2ccccn2)c2cc(Br)ccc21 (stereo not given)	-4%	-10	1%	-4%	-23%	-15%	3%
CCc1c(C)c(C#N)c2[nH]c3ccccc3n2c1=S	27%	-102*	?	14µM*	-35%	0.56µM*	-5%
CC(=O)NC1C(=O)N=C(SCC(=O)Nc2cccc(Cl)c2)NC1=O (stereo not given)	-6%	59	13%	-3%	-26%	-30%	3%
COc1cc(Nc2nc(SCC(=O)c3ccc(Cl)c(Cl)c3)nc3ccccc23)cc(OC)c1	.	-3	.	5%	.	4%	9%
O=c1nccc(N/N=C/c2ccccc2)[nH]1	-15%	176	-4%	-14%	0%	1%	-19%
O=Cc1c(-c2ccccc2)nc2ccccn12	-8%	-17	-4%	-1%	-9%	7%	3%
CC1(C)Cc2c(sc3[nH]c(=S)n(Cc4ccco4)c(=O)c23)CO1	46%[activator]	10	-27%	-29%	-17%	-24%	2%
CCOCC(=O)Nc1c(C)n(C)n(-c2ccccc2)c1=O	.	.	2%	.	-1%	-10%	0%
O=C(CSc1nccc(=O)[nH]1)NCc1ccco1	-11%	-25	10%	-1%	-22%	-5%	3%
CCCN(CCC)C(=O)C(c1ccccc1)C1(O)CCCCC1 (stereo not given)	8%	25	.	1%	.	.	.
CN(C(=O)COC(=O)c1ccc(CN2CCCC2=O)cc1)c1ccccc1	0%	0	.	-12%	12%	-8%	-2%
CCCN=CC1=C(O)CC(c2ccccc2)CC1=O (stereo not given)	13%	-4	2%	-12%	-13%	-3%	3%
O=C1c2ccc([N+](=O)[O-])cc2S(=O)(=O)N1Cc1ccccc1	-5%	?	3%	2%	-25%	18µM*	-2%
CCCc1cc2c(cc1NC(=O)c1ccco1)OCO2	2%	102	1%	-2%	-2%	-7%	-8%
COc1ccc(S(=O)(=O)N(C)C[C@H]2Oc3ccc(NC(=O)Nc4c(C)noc4C)cc3C(=O)N([C@H](C)CO)C[C@@H]2C)cc1	1%	9	.	-3%	130%[activator]	.	.
c1ccc(-c2ccc3nnnn3n2)cc1	-2%	3	3%	2%	-20%	-1%	-3%
CCCN1CCN(C(=O)Cn2cnc3sc(C)c(S(=O)(=O)N4CCC(C)CC4)c3c2=O)CC1	-3%	1	-5%	-3%	40%	1%	-12%
CC(C)C(=O)N(c1cc2sc(=O)oc2c2ccccc12)S(=O)(=O)c1cccs1	-8%	-21	8%	-30%	-36%	-4%	1%
CN(Cc1nc(-c2ccc(Cl)cc2)no1)C(=O)c1ccc2c(c1)OCO2	7%	.	.	-1%	1%	3%	-24%
O=C(COc1ccc(Br)cc1)NCCNC(=O)c1ccccn1	1%	-7	-8%	6%	-9%	-3%	5%
C[C@@]12CCC[C@H](O1)[C@@H]([C@H](O)c1ccccc1)O2	4%	0	.	7%	-13%	.	.
COc1ccc(CCNS(=O)(=O)c2cc(-c3cc(C)no3)ccc2C)cc1OC	.	0	.	4%[15.4 µM]	.	5%	0%
C/C(=C\c1ccccc1)C(=O)N1CCN(c2cccc(C(F)(F)F)c2)CC1	4%	-7	0%	-11%	110%[activator]	-9%	?
CCOC(=O)[C@@H](NC(=O)/C=C/[C@H]1O[C@@H](n2cc(C)c(=O)[nH]c2=O)C[C@@H]1O)C(C)C	7%	22	.	-2%	.	.	.
CCOC(=O)c1cc(-c2ccccc2)sc1NC(=O)COC(=O)c1ccc(Cl)c(S(N)(=O)=O)c1	-5%	.	4%	-6%	-21%	12%	-10%
CC(C)OCCCNC(=O)CN1C(=O)/C(=C/c2ccccc2F)Oc2ccccc21	10%	-25	-7%	-14%	-9%	0%	-14%
CCCCCn1c(CN2CCN(c3cc(Cl)ccc3C)CC2)nc2c1c(=O)[nH]c(=O)n2C	-8%	?	1%	7%	3%	2%	0%
CN1CCN(c2ccccc2NC(=O)c2cccc(OCc3ccccc3)c2)CC1	-11%	-12	2%	-8%	122%[activator]	-2%	-1%
Cc1ccc(N2CC(C(=O)Nc3ccc(Br)cc3)CC2=O)cc1 (stereo not given)	.	-10	.	0%	.	6%	-6%
Cc1cc(C)c2[nH]c(O)c(N=NC(=O)c3cc4c(s3)CCCC4)c2c1	.	.	-10%	.	-30%	-9%	-5%
CC(=O)c1ccc(C(C)(C)c2ccc(C(C)=O)s2)s1	63%[activator]	-8	-4%	6%	-11%	-6%	-5%
Cc1cc(NS(=O)(=O)c2ccc(NC(=O)Nc3ccc4c(c3)OCO4)cc2)no1	8%	60	2%	-9%	-24%	-11%	?
CCC(C)C(NS(=O)(=O)c1ccc(C)cc1)C(=O)Oc1ccc2c3c(c(=O)oc2c1)CCC3 (stereo not given)	?	-5	1%	2%	-25%	5%	-2%
CCCCCCCCCCCCCCCC(=O)OC/C=C(C)/C=C/C=C(C)/C=C/C1=C(C)CCCC1(C)C	-2%	24	.	-7%&3%	25%	?	-4%
NC(=O)CC1C(=O)N(c2ccccc2)C(=S)N1NC(=O)c1ccccc1 (stereo not given)	88%[activator]	50	-8%	-1%	-20%	-1%	-1%
CCOc1ccc(C(=O)CCC(=O)N2CCN(c3ncccn3)CC2)cc1	7%	11	-3%	1%	6%	2%	0%
CCN(CC)S(=O)(=O)c1cc(Br)ccc1OC	-4%	3	0%	-3%	-9%	-2%	?
COc1ccc(OC)c(CNC(=O)C(C)n2nc(C)c3c(C)n(-c4ccccc4)nc3c2=O)c1 (stereo not given)	2%	-23	-8%	-5%	5%	-12%	2%
CC(=O)c1c(C)[nH]c(C(=O)N2CCN(S(=O)(=O)c3ccc(C)cc3C)CC2)c1C	-4%	8	.	-3%	19%	-13%	-2%
COc1ccc(Cn2c(CO)cnc2SCc2cccc(C)c2)cc1	.	40	.	?	.	4%	22%
O=C(N/N=C/c1ccccn1)c1cc(-c2ccncc2)nc2ccccc12	-4%	-25	-1%	2%	-27%	-3%	-10%
O=C(c1ccccc1F)N1CCCC(c2ccccc2)C1 (stereo not given)	20%	14	-3%	-4%	-12%	-8%	?
COc1ccc(-c2cc(C)no2)cc1S(=O)(=O)NCCCN(C)Cc1ccccc1	-5%	-15	-2%	-7%	34%	-18%	3%
CCCC/C(O)=C/c1nc2ccccc2[nH]c1=O	-12%	-79*	3%	3%	-26%	-23%	7%

Continued.
SMILES	AMA1-RON2 inh	HCMV antiviral	LmPK inh	Tb PYK inh	AmpC no deterg	Sm TGR block	AmpC detergent
CCN(CC(N)=O)S(=O)(=O)c1ccc(Br)cc1	-4%	-2	0%	-1%	-13%	-16%	-4%
CCCOc1ccc(F)cc1-c1cc(C(=O)Nc2cc(OC)ccc2OC)[nH]n1	9%	-80*	.	-2%	.	.	.
Cc1cc(C)n(-c2cccc(F)n2)n1	9%	-32	6%	1%	-16%	-7%	-7%
CN(C)c1ccc(C(CN)c2c[nH]c3ccccc23)cc1 (stereo not given)	?	57	-2%	-8%	14%	-13%	-11%
COc1ccc(OC)c2sc(NNC(=O)C3COc4ccccc4O3)nc12 (stereo not given)	83%[activator]	37	1%	-5%	23%	-9%	-5%

Single entries from above:
`CCCOc1ccc(F)cc1-c1cc(C(=O)Nc2cc(OC)ccc2OC)[nH]n1` – Tb PYK inh = -2%
`COc1ccc(OC)c2sc(NNC(=O)C3COc4ccccc4O3)nc12` (stereo not given) – HCMV antiviral = 37
